# NCOA1 inh: inhibits human SRC1 coactivator. inhibition, % at 3.6 µM. actives 0.12% (n = 360,000). Q15788. HEK293 GAL4-SRC1 luciferase reporter, luminescence;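 active = inhibition above the campaign mean plus 3 SD, with each screening campaign given its own cutoff, cut at about 60% in these data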;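 note: 0% = DMSO treated cells and 100% = gossypol at 36 µM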
# MC4R barr agon: activates human MC4R beta-arrestin recruitment; P32245; U2OS MC4R beta-arrestin complementation, luminescence; percent of melanotan II response, DMSO zero; activation, % at 8.9 µM; actives 0.98% (n = 360,000);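 active = activation above a per-plate cutoff, the mean activation of sample wells on that plate plus 3 SD, cut at about 8% in these data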
# Target sequence (P32245 whole entry, looked up): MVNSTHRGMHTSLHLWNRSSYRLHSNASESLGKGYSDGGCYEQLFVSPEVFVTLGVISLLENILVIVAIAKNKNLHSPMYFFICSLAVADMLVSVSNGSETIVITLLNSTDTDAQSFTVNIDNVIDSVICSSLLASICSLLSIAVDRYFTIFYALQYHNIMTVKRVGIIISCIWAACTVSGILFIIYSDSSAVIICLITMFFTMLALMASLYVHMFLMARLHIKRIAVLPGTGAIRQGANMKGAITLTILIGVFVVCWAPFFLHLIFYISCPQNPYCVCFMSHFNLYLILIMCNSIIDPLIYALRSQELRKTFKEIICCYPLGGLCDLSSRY
# SRC2 inh: inhibits human steroid receptor coactivator 2 | Q15596 | inhibition, % at 9 µM | HEK293 GAL4-SRC2 luciferase reporter, luminescence | actives 0.17% (n = 370,000) | AID 651957;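 active = inhibition above the mean inhibition of all tested compounds plus 3 SD, set per campaign, cut at about 52% in these data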;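 note: 0% = DMSO treated cells and 100% = cells given Gossypol at 36 µM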
# NR2F2 inh: blocks human COUP-TFII nuclear receptor. P24468. HEK293T NGFI-A luciferase reporter, luminescence. inhibition, % at 8.6 µM. actives 0.7% (n = 370,000). AID 686940;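 active = inhibition above a per-plate cutoff, mean inhibition of test wells between control levels plus 3 SD, cut at about 38% in these data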;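 note: cells cotransfected with COUP-TFII expression vector driving the NGFI-A reporter; 0% = median of COUP-TF2 test wells and 100% = reporter-only cells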
# Target sequence (P24468 whole entry, looked up): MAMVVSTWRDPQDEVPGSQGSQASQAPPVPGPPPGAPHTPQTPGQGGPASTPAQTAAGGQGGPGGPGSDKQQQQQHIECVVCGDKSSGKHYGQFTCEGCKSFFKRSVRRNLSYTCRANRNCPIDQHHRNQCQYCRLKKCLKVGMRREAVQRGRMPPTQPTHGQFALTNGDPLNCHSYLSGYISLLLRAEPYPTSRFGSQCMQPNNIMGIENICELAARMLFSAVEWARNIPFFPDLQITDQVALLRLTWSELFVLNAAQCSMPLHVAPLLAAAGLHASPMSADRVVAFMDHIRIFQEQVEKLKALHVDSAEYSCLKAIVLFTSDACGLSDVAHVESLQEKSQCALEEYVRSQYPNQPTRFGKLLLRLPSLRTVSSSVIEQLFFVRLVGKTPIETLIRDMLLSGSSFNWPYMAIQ
# LMP1 NFkB inh: reduces LMP1-driven NF-kappaB luciferase signal | inhibition, % at 12.5 µM | AID 504558 | actives 0.69% (n = 350,000) | LMP1-induced NF-kappaB luciferase reporter cells, luminescence; in the data active = inhibition above about 41%;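 note: 0% = neutral control wells and 100% = reference inhibitor control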
# LRH-1 inv ag: NR5A2 inverse agonism in reporter assay; O00482; HEK293T StAR-luciferase reporter, LRH-1 transfected, 24 h; inhibition, % at 3.6 µM; actives 0.13% (n = 360,000);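 active = inhibition above the mean inhibition of all tested compounds plus 3 SD, cut at about 73% in these data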;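 note: 0% = DMSO wells and 100% = reporter-only cells lacking LRH-1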
# TLR9-MyD88 block: inhibitors of human TLR9-MyD88 binding | Q9NR96+Q99836 | CHO BLA complementation TLR9-MyD88, CCF4 FRET ratio | inhibition, % at 4.98 µM | actives 0.21% (n = 340,000) | AID 504734;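 active = inhibition above the mean over all tested compounds plus 3 SD, cut at about 21% in these data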;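 note: 0% = DMSO only wells and 100% = clavulanate BLA inhibitor control wells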
# NOD2-RIPK2 inh: inhibitors of human NOD2-RIPK2 interaction | actives 0.38% (n = 360,000) | CHO BLA complementation NOD2-RIPK2, CCF4 ratio | inhibition, % at 4.98 µM | O43353; in the data active = inhibition above about 21%;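 note: 0% = vehicle only and 100% = reference blocker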
# MC4R antagonist: antagonists of human melanocortin 4 receptor (MC4R) | MC4R-expressing cells, MTII-stimulated cAMP, LANCE TR-FRET | inhibition, % at 6.5 µM | actives 0.48% (n = 360,000);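 active = inhibition above its plate's cutoff, the mean of tested wells on that plate plus 3 SD, cut at about 29% in these data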;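 note: 0% = Melanotan II alone and 100% = Melanotan II plus saturating MCL0020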
#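 system = U2OS cells with stable human MC4R expression | also added = Melanotan II challenge after compound preincubation | dosing = one concentration, 6.5 µM nominal | incubation = compound 30 min, challenge 1 h, detection 1 h | measured by = TR-FRET with Eu-cAMP and labeled anti-cAMP, 671 nm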
# ABHD5-PLIN5 inh: ABHD5-PLIN5 protein interaction inhibition | Q00G26+Q8WTS1 | Split G. princeps luciferase complementation, luminescence, 4 h | inhibition, % at 4 µM | actives 0.78% (n = 360,000) | AID 602281;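 active = inhibition above the mean inhibition across every tested compound plus 3 SD, cut at about 22% in these data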;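 note: 0% = DMSO only wells and the 100% control is not disclosed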
# NCOA3 inh: inhibits human SRC3 coactivator; Q9Y6Q9; HEK293 GAL4-SRC3 luciferase reporter, luminescence; inhibition, % at 3.6 µM; actives 0.17% (n = 360,000);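 active = inhibition above a per-campaign cutoff, the mean of all compounds plus 3 SD, cut at about 60% in these data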;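 note: 0% = DMSO-treated cells and 100% = gossypol-treated cells at 36 µM; higher means less SRC3-driven luciferase light from the GAL4 reporter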
# An asterisk follows results filed as active. An excerpt, so the mix of outcomes need not match the whole.
no.	SMILES	NCOA1 inh	MC4R barr agon	SRC2 inh	NR2F2 inh	LMP1 NFkB inh	LRH-1 inv ag	TLR9-MyD88 block	NOD2-RIPK2 inh	MC4R antagonist	ABHD5-PLIN5 inh	NCOA3 inh
1	CCc1ccc(-n2c(=S)sc3c(=O)n(-c4ccccc4)c(SCC(=O)O)nc32)cc1	-25.7	0.0	-12.3	-2.9	3.6	-3.4	-13.9	-11.2	3.0	-4.2	-3.3
2	CCc1ccccc1N(C)S(=O)(=O)c1ccc2[nH]cc(C(=O)O)c(=O)c2c1	-9.0	3.2	0.5	5.5	2.2	13.4	-3.5	-5.4	16.6	2.4	-18.1
3	O=C(NC(C(=O)NCCN1CCOCC1)C12CC3CC(CC(C3)C1)C2)C1CCCCC1 (stereo not given)	4.6	-0.8	13.0	-1.4	8.1	-24.6	-1.2	-3.4	1.9	-5.5	-2.9
4	O=C(CCC(=O)NCc1ccccc1)NCc1ccccc1	-100.9	-0.9	-7.4	-10.8	-3.9	1.6	3.6	1.4	5.0	0.2	-9.6
5	CCOc1cc(C(=O)Nc2ncn[nH]2)cc(OCC)c1OCC	-22.6	0.0	-3.6	6.0	-6.0	16.7	-5.4	-6.8	14.4	-1.5	5.1
6	CCOC(=O)CC(S(=O)(=O)c1ccccc1)S(=O)(=O)c1ccccc1	-28.8	-1.3	-24.6	5.1	-3.5	-24.6	2.1	52.3*	10.1	51.8*	-26.2
7	Cc1ccccc1NC(=O)C(=O)NCCc1c[nH]c2ccccc12	-3.8	1.0	-6.0	18.2	-9.4	-4.8	0.8	-5.3	24.8	-10.6	-8.4
8	O=C(CCN1CCc2ccccc2C(O)(c2ccccc2)C1)c1ccc2c(c1)OCCO2 (stereo not given)	2.5	-3.3	6.3	5.1	-1.6	6.4	-1.6	26.2*	9.9	40.8*	1.2

# Record cards, from the list above. Values in the order: NCOA1 inh	MC4R barr agon	SRC2 inh	NR2F2 inh	LMP1 NFkB inh	LRH-1 inv ag	TLR9-MyD88 block	NOD2-RIPK2 inh	MC4R antagonist	ABHD5-PLIN5 inh	NCOA3 inh
# Profile of O=C(NC(C(=O)NCCN1CCOCC1)C12CC3CC(CC(C3)C1)C2)C1CCCCC1 (stereo not given) → 4.6	-0.8	13.0	-1.4	8.1	-24.6	-1.2	-3.4	1.9	-5.5	-2.9
# Profile of CCOc1cc(C(=O)Nc2ncn[nH]2)cc(OCC)c1OCC → -22.6	0.0	-3.6	6.0	-6.0	16.7	-5.4	-6.8	14.4	-1.5	5.1

# The list goes on:
no.	SMILES	NCOA1 inh	MC4R barr agon	SRC2 inh	NR2F2 inh	LMP1 NFkB inh	LRH-1 inv ag	TLR9-MyD88 block	NOD2-RIPK2 inh	MC4R antagonist	ABHD5-PLIN5 inh	NCOA3 inh
9	Cc1c(C(=O)N2CCN(C3CCS(=O)(=O)C3)CC2)oc2ccc(Cl)cc12 (stereo not given)	-14.8	-5.5	18.1	-32.8	-11.7	-10.9	4.4	-6.6	6.4	-6.0	-18.7
10	CC(=O)Nc1cccc(NC(=O)CCn2cnc3cc(C)c(C)cc32)c1	-5.4	2.4	-9.0	-1.0	0.9	-5.2	0.0	-9.3	15.8	-1.5	5.7
11	O=C1c2cccnc2C(=O)N1Cc1ccc(S(=O)(=O)NCc2ccco2)s1	-14.2	0.1	-15.3	0.7	-9.1	-3.8	-3.8	-2.6	11.8	7.7	12.5
12	COc1ccccc1Nc1nc(NCC2CCCO2)c2ccccc2n1 (stereo not given)	-11.7	-3.8	13.2	3.8	-7.4	14.8	8.7	-8.4	16.6	-1.2	11.6
13	CCS(=O)(=O)C(=C1NCCO1)S(=O)(=O)CC	-3.7	2.2	-6.8	-3.5	0.8	-11.0	7.1	1.5	-0.9	0.5	2.8
14	CCOc1ccc(C(=O)OCC(=O)Nc2cccnc2Cl)cc1OCC	-11.1	-0.3	-8.0	-14.6	9.7	-9.9	-8.0	12.4	6.3	4.3	19.9
15	CCOC(=O)/C=C1\SCC(=O)N1CC(=O)c1ccc[nH]1	2.4	-0.2	3.3	-17.7	0.0	-24.0	-0.7	-1.5	13.9	6.8	-25.3
16	O=[N+]([O-])CC(c1ccc(F)cc1)c1c[nH]c2ccccc12 (stereo not given)	-17.5	1.4	5.6	-2.9	3.5	14.6	-16.5	1.6	-3.0	-13.9	-3.0

# Next part:
No. | molecule | NCOA1 inh | MC4R barr agon | SRC2 inh | NR2F2 inh | LMP1 NFkB inh | LRH-1 inv ag | TLR9-MyD88 block | NOD2-RIPK2 inh | MC4R antagonist | ABHD5-PLIN5 inh | NCOA3 inh
17 | O=C(Nc1ccc(N2CCOCC2)c(Cl)c1)c1cc(F)c(F)cc1Cl | -19.2 | -1.8 | -55.0 | -12.9 | 1.1 | -29.8 | -7.2 | 3.9 | 6.3 | -1.1 | -21.2
18 | Cc1nc2ccccc2c(=O)n1NC(=O)c1cncc(Br)c1 | -4.6 | -1.9 | -13.0 | 0.5 | 3.5 | -11.0 | 0.2 | -7.3 | 6.8 | -2.5 | 14.7
19 | O=C(O)C1CCCN(S(=O)(=O)c2ccc(F)cc2)C1 (stereo not given) | -10.9 | -1.4 | -45.3 | 0.7 | 0.2 | -18.3 | -9.2 | -12.5 | 0.8 | 2.6 | -4.0
20 | CC1CCC2(CC1)NC(=O)N(CC(=O)N1CCOCC1)C2=O (stereo not given) | -2.0 | -1.6 | 0.6 | -1.1 | -26.6 | 18.3 | 2.1 | -7.1 | 3.6 | 7.1 | -6.8
21 | O=C(Nc1cc(S(=O)(=O)N2CCOCC2)ccc1N1CCOCC1)c1cc(=O)[nH]c2ccccc12 | -22.8 | -3.9 | 15.8 | -1.8 | -10.1 | 12.0 | -9.1 | 5.8 | 13.2 | -1.5 | 25.9
22 | COC(=O)C1=CN(C(C)c2ccccc2)C=C(C(=O)OC)C1c1cc(OC)c(OC)c(OC)c1 (stereo not given) | 9.1 | 0.4 | -14.5 | 3.3 | -2.9 | 8.3 | -3.2 | -15.3 | -48.3 | -6.1 | 6.7
23 | CCNS(=O)(=O)c1ccc(CCC(=O)N2CCN(c3cc(Cl)ccc3C)CC2)cc1 | 18.8 | -1.9 | -12.5 | 25.7 | 6.5 | -4.6 | -6.9 | 0.0 | 10.8 | -3.6 | 23.3

# Grouped by structure, the entries above containing four or more nitrogen atoms.
No. | molecule | NCOA1 inh | MC4R barr agon | SRC2 inh | NR2F2 inh | LMP1 NFkB inh | LRH-1 inv ag | TLR9-MyD88 block | NOD2-RIPK2 inh | MC4R antagonist | ABHD5-PLIN5 inh | NCOA3 inh
5 | CCOc1cc(C(=O)Nc2ncn[nH]2)cc(OCC)c1OCC | -22.6 | 0.0 | -3.6 | 6.0 | -6.0 | 16.7 | -5.4 | -6.8 | 14.4 | -1.5 | 5.1
10 | CC(=O)Nc1cccc(NC(=O)CCn2cnc3cc(C)c(C)cc32)c1 | -5.4 | 2.4 | -9.0 | -1.0 | 0.9 | -5.2 | 0.0 | -9.3 | 15.8 | -1.5 | 5.7
12 | COc1ccccc1Nc1nc(NCC2CCCO2)c2ccccc2n1 (stereo not given) | -11.7 | -3.8 | 13.2 | 3.8 | -7.4 | 14.8 | 8.7 | -8.4 | 16.6 | -1.2 | 11.6
18 | Cc1nc2ccccc2c(=O)n1NC(=O)c1cncc(Br)c1 | -4.6 | -1.9 | -13.0 | 0.5 | 3.5 | -11.0 | 0.2 | -7.3 | 6.8 | -2.5 | 14.7
21 | O=C(Nc1cc(S(=O)(=O)N2CCOCC2)ccc1N1CCOCC1)c1cc(=O)[nH]c2ccccc12 | -22.8 | -3.9 | 15.8 | -1.8 | -10.1 | 12.0 | -9.1 | 5.8 | 13.2 | -1.5 | 25.9

# Copied from the list.
# entry 23 | LRH-1 inv ag: -4.6
# entry 19 | TLR9-MyD88 block: -9.2

# High-throughput results: PubChem BioAssay, several laboratories
